Assay outcomes from PubChem BioAssay.
IMP-1 inhibitor = blocks Pseudomonas aeruginosa IMP-1 metallo-beta-lactamase. actives 0.45% (n = 290,000). purified IMP-1, nitrocefin hydrolysis, epi-absorbance fluorescence. inhibition, % at 5.6 µM. AID 1556;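 active means inhibition above the mean plus 3 SD of all compounds in the same screening run, cut at about 4.5% in these data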;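 further: 0% = IMP-1 with DMSO and 100% = DMSO wells lacking enzyme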
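Material – recombinant IMP-1 enzyme, purified · Amount – IMP-1 0.2 nM before substrate addition · Medium – HEPES buffer pH 7.1 with ZnSO4 and Brij 35 · Timing – 25 °C, 15 min preincubation, 25 min reaction · Measured by – plate fluorescence quenching by hydrolysis product, ex 480/em 530 nm · Read-out – percent enzyme inhibition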
pCIP destab = compounds decreasing mouse p/CIP protein stability; actives 0.01% (n = 290,000); AID 1984; F442A p/CIP-EGFP cells, EGFP fluorescence, 16 h; decrease of EGFP signal, % at 10 µM; Q05BA5;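 active means EGFP signal decrease of at least 30% at 10 µM or well 3 SD below plate mean, unless failing retest; inactive means the rest, including hits failing retest or dose response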; further: some compounds called inactive have numbers as strong as hits; many of its hits are not listed in these tables
Target sequence (Q05BA5 1-1403): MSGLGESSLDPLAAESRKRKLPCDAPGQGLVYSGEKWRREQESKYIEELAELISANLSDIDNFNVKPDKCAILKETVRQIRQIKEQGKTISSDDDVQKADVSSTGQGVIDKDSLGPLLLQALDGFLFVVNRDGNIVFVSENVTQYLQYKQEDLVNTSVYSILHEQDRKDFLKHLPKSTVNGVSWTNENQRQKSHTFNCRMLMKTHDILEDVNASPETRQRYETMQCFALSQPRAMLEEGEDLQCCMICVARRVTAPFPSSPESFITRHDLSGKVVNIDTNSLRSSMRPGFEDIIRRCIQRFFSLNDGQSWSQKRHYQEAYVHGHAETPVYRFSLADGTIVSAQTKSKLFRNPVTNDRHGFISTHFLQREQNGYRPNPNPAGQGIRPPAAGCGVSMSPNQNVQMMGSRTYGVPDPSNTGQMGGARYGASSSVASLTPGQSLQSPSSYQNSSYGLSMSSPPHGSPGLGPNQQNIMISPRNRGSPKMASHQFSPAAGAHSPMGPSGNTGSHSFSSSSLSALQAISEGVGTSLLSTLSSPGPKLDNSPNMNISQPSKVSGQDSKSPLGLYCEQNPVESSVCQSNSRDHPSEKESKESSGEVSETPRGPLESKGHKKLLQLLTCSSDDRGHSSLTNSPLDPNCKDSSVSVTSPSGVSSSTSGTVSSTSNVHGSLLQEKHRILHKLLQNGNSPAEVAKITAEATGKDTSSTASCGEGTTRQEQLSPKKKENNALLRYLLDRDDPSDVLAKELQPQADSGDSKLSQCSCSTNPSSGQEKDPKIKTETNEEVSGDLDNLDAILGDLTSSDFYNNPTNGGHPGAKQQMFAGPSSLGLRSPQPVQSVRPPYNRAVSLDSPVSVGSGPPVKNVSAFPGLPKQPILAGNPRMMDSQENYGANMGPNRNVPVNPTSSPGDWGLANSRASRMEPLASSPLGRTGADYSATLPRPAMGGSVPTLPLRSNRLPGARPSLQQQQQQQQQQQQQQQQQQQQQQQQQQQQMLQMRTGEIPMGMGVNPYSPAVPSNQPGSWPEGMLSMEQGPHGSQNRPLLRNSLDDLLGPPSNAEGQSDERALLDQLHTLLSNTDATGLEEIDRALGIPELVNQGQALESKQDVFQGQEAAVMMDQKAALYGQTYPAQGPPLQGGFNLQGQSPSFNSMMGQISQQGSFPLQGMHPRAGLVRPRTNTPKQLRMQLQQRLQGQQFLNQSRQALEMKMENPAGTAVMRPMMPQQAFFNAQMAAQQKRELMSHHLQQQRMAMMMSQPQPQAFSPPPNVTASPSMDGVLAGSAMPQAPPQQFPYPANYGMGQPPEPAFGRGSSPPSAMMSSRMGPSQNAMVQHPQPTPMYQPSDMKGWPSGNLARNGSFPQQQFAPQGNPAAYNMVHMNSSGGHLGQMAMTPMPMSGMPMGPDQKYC
IDE inh = cellular human IDE inhibition. actives 0.41% (n = 320,000). P14735. inhibition, % at 5.59 µM. HEK cells, FAbetaB cleavage, fluorescence polarization. AID 434962;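 active means percent inhibition above the average of all tested compounds plus 3 SD, set per screening campaign, cut at about 16% in these data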;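 further: IDE supplied by intact live HEK cells; FP after avidin binding of uncleaved biotin substrate so inhibition keeps polarization high; 0% = DMSO wells and 100% = 60 µM reference IDE inhibitor Ii1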
IDE act = activators of human insulin-degrading enzyme in cells; P14735; activation, % at 5.96 µM; AID 493087; HEK cells, FAbeta-B cleavage, fluorescence polarization; 0% vehicle, 100% cell-free pure enzyme wells; actives 0.073% (n = 340,000);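 active means activation above the mean of all tested compounds plus 3 SD, set per screening campaign, cut at about 17% in these data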
GPR7 antag = antagonists of human GPR7 (neuropeptides B/W receptor 1); AID 1861; inhibition, % at 4.4 µM; P48145; actives 1.1% (n = 290,000); GPR7-expressing cells, fluorescence antagonist assay; in the data active means inhibition above about 16%, passing the limit was not always enough;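 further: cells stimulated with the agonist NPW; 0% = agonist with vehicle and 100% = vehicle without agonist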
PfM18AAP inh = PfM18AAP enzyme inhibition. recombinant PfM18AAP, H-Glu-NHMec fluorogenic cleavage. actives 1.2% (n = 290,000). inhibition, % at 7.35 µM;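 active means inhibition above the campaign mean inhibition over all tested compounds plus 3 SD, cut at about 28% in these data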;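 further: 0% = plate median of test compound wells and 100% = 2 mM ZnCl2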
VIM-2 inhibitor = inhibitors of Pseudomonas aeruginosa VIM-2 metallo-beta-lactamase. AID 1527. actives 0.89% (n = 290,000). purified VIM-2, nitrocefin hydrolysis, epi-absorbance fluorescence. inhibition, % at 5.6 µM;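 active means inhibition above the mean of all tested compounds plus 3 SD, cutoff set per screening run, cut at about 7.5% in these data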;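 further: red hydrolysis product quenches plate fluorescence so inhibitors raise well fluorescence; 0% = enzyme with DMSO and 100% = DMSO without enzyme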
NALP1 inh = inhibitors of NALP1 inflammasome in yeast | S. cerevisiae NALP1/ASC/caspase-1 growth, X-gal OD620, 72 h | actives 0.61% (n = 280,000) | inhibition, % at 10 µM | AID 2071; in the data active means inhibition mostly above about 24%, no sharp cut-off; inactive means mostly below about 32%; further: some compounds called inactive have numbers as strong as hits
PHOSPHO1 block = blocks human PHOSPHO1 phosphatase activity; AID 1565; Q8TCT1; actives 1.1% (n = 290,000); inhibition, % at 13.3 µM; recombinant PHOSPHO1, absorbance phosphatase assay; in the data active means inhibition above about 60%
The depositor's hits bear a star; . = no result given.

canonical_smiles | IMP-1 inhibitor | pCIP destab | IDE inh | IDE act | GPR7 antag | PfM18AAP inh | VIM-2 inhibitor | NALP1 inh | PHOSPHO1 block
O=C(NCCc1ccccn1)c1nc(Cn2ccc([N+](=O)[O-])n2)no1 | -2.1 | 2 | 5 | 1 | -9 | 4 | -0.9 | 0 | -26
O=C(N/N=C/c1ccccc1)c1ccco1 | -0.9 | -6 | 1 | 1 | -2 | -9 | -3.5 | -38 | 20
O=[N+]([O-])c1ccccc1-c1ccc(CN2CCN(c3ccccc3)CC2)o1 | -2.5 | -7 | -1 | 2 | -11 | 5 | 0.8 | 6 | 14
CCn1nnnc1SCC(=O)Nc1cccc(NC(C)=O)c1 | 0.0 | -20 | -6 | 4 | 2 | 2 | 0.1 | -19 | -16
CC(C)(C)c1ccc2c(c1)OCC(C(=O)O)O2 (centres undefined) | -0.5 | 7 | 1 | -1 | -11 | 2 | -1.9 | -14 | 14
CS(=O)(=O)c1ccc(Cl)c(NC(=O)COC(=O)CNC(=O)c2ccc(Br)o2)c1 | -1.9 | -39 | -1 | -3 | -11 | 4 | -2.5 | -5 | -4
CCOC(=O)C1=C(C)Nc2ncnn2C1c1ccccc1F (centres undefined) | -4.8 | -4 | 0 | 1 | -12 | 9 | -5.2 | 29 | 37
Cc1ccc(F)cc1NC(=O)CCOc1ccccc1 | -0.9 | 8 | -3 | 1 | -3 | -12 | 0.0 | 12 | -29
Cc1cc2oc(=O)c(CC(=O)O)c(C)c2c2occ(C(C)(C)C)c12 | 3.6 | 8 | 3 | 0 | -16 | 6 | 11* | 2 | 16
O=C(N/N=C/c1ccc(-c2ccc([N+](=O)[O-])cc2)o1)c1cccnc1 | -1.4 | -9 | 3 | . | -6 | 16 | -3.3 | -1 | 33
COc1ccc(NC(=O)C(CC(=O)O)Cc2ccccc2)cc1 (centres undefined) | -1.9 | 0 | -7 | 0 | 2 | 0 | -2.5 | 21 | -19
O=C(CSc1ncn[nH]1)c1ccc(OC(F)F)cc1 | -4.5 | 13 | 0 | -2 | -3 | 39* | -1.1 | 28 | 48
Cc1ccc(CCNC(=O)C2CCN(S(=O)(=O)c3ccc4c(c3)NC(=O)C(C)S4)CC2)cc1 (centres undefined) | -1.0 | -10 | 0 | 3 | 22 | -3 | -0.8 | 6 | 29
Cc1cnn(-c2ccc3nnc(-c4ccc(Br)cc4)n3n2)c1 | -2.0 | -4 | -6 | 9 | -7 | 0 | -1.5 | -6 | 3
O=C(c1cc(Br)c[nH]1)N1CCSCC1 | -1.2 | 10 | 7 | 3 | 8 | 3 | -0.7 | 6 | 13

(cont.)
canonical_smiles | IMP-1 inhibitor | pCIP destab | IDE inh | IDE act | GPR7 antag | PfM18AAP inh | VIM-2 inhibitor | NALP1 inh | PHOSPHO1 block
CC1=CCC2C(=O)N(c3cc(C)on3)C(=O)C2C1 (centres undefined) | -3.0 | 8 | -3 | 6 | -10 | -3 | -2.0 | -4 | 17
Cc1nc(-c2ccccc2)sc1C1(C)CC(c2ccc(C#N)cc2)=NO1 (centres undefined) | . | -14 | 2 | -3 | . | . | . | . | 44
CC(CCc1ccccc1)NC(=O)CSc1nccc(=O)[nH]1 (centres undefined) | -4.6 | -8 | 0 | 5 | 5 | -12 | -6.8 | -5 | -2
CN(C)CCOC(=O)c1cccc(Br)c1 | -4.0 | 9 | 1 | -1 | 0 | 9 | -2.1 | 4 | 5
Cc1ccc(S(=O)(=O)N2CCN(CC(=O)N/N=C\c3ccccn3)CC2)cc1 | -3.2 | -10 | 2 | -3 | -11 | -1 | -2.6 | 27 | 41
COc1cccc(C2C(C(N)=O)=C(C)Nc3nc(-c4ccccc4Cl)nn32)c1 (centres undefined) | -3.2 | 1 | -2 | 7 | 0 | 0 | -0.5 | 27 | 6
CC[C@H](C)C(C(=O)N1CCN(C(=O)OC(C)(C)C)CC1)n1cc(C(CC(C)C)NC(=O)OC(C)(C)C)nn1 (some centres undefined) | -1.1 | 1 | 6 | 4 | 7 | -8 | 0.1 | 7 | 26
CCc1cccc(OCC(=O)Nc2cc(S(=O)(=O)N3CCOCC3)ccc2N2CCCC2)c1 | -2.3 | -6 | 1 | 5 | -10 | 3 | -2.6 | 7 | 37
Cc1ccc(C)c(N2CCN(C(=O)C3CCC3)CC2)c1 | -4.3 | -2 | 4 | 5 | -8 | 2 | -1.7 | -10 | -19
O=C(CN(C(=O)CNS(=O)(=O)c1ccc(F)cc1)C1CCCC1)NCc1ccco1 | -3.2 | 2 | 2 | 4 | -11 | 5 | -4.9 | -1 | 42
Cc1nn(-c2ccccc2)c2c1C(c1ccc([N+](=O)[O-])cc1)N1C(=N2)C(=O)Nc2ccccc21 (centres undefined) | -3.4 | -13 | -1 | 3 | -5 | 3 | -1.4 | 22 | 1
Cc1ccc(CS(=O)(=O)CCC(=O)NCCN(C)Cc2ccccc2)cc1 | -6.8 | -2 | 5 | -1 | -10 | 0 | -0.8 | . | 5
CCOc1ccccc1N(C(=O)Nc1cccc(Cl)c1)C1=NC(C)CS1 (centres undefined) | -3.5 | -8 | 1 | 6 | 4 | 1 | -4.5 | 34 | -5
CCOC(=O)c1sc(NC(C)=O)nc1-c1ccccc1 | -2.8 | 0 | 0 | -6 | 3 | -7 | -3.9 | 13 | 27
O=C(CSc1nnc(NC(=O)C2CC2)s1)NCc1ccc(F)cc1 | 0.1 | 1 | -5 | 3 | -6 | -17 | -0.6 | 9 | 28

A stretch from further up, for reference:
canonical_smiles | IMP-1 inhibitor | pCIP destab | IDE inh | IDE act | GPR7 antag | PfM18AAP inh | VIM-2 inhibitor | NALP1 inh | PHOSPHO1 block
COc1cccc(C2C(C(N)=O)=C(C)Nc3nc(-c4ccccc4Cl)nn32)c1 (centres undefined) | -3.2 | 1 | -2 | 7 | 0 | 0 | -0.5 | 27 | 6
CC[C@H](C)C(C(=O)N1CCN(C(=O)OC(C)(C)C)CC1)n1cc(C(CC(C)C)NC(=O)OC(C)(C)C)nn1 (some centres undefined) | -1.1 | 1 | 6 | 4 | 7 | -8 | 0.1 | 7 | 26
CCc1cccc(OCC(=O)Nc2cc(S(=O)(=O)N3CCOCC3)ccc2N2CCCC2)c1 | -2.3 | -6 | 1 | 5 | -10 | 3 | -2.6 | 7 | 37
Cc1ccc(C)c(N2CCN(C(=O)C3CCC3)CC2)c1 | -4.3 | -2 | 4 | 5 | -8 | 2 | -1.7 | -10 | -19
O=C(CN(C(=O)CNS(=O)(=O)c1ccc(F)cc1)C1CCCC1)NCc1ccco1 | -3.2 | 2 | 2 | 4 | -11 | 5 | -4.9 | -1 | 42
Cc1nn(-c2ccccc2)c2c1C(c1ccc([N+](=O)[O-])cc1)N1C(=N2)C(=O)Nc2ccccc21 (centres undefined) | -3.4 | -13 | -1 | 3 | -5 | 3 | -1.4 | 22 | 1
Cc1ccc(CS(=O)(=O)CCC(=O)NCCN(C)Cc2ccccc2)cc1 | -6.8 | -2 | 5 | -1 | -10 | 0 | -0.8 | . | 5
CCOc1ccccc1N(C(=O)Nc1cccc(Cl)c1)C1=NC(C)CS1 (centres undefined) | -3.5 | -8 | 1 | 6 | 4 | 1 | -4.5 | 34 | -5
CCOC(=O)c1sc(NC(C)=O)nc1-c1ccccc1 | -2.8 | 0 | 0 | -6 | 3 | -7 | -3.9 | 13 | 27
O=C(CSc1nnc(NC(=O)C2CC2)s1)NCc1ccc(F)cc1 | 0.1 | 1 | -5 | 3 | -6 | -17 | -0.6 | 9 | 28

2 compounds from above, showing only IDE act:
Compound,IDE act
Cc1nn(-c2ccccc2)c2c1C(c1ccc([N+](=O)[O-])cc1)N1C(=N2)C(=O)Nc2ccccc21 (centres undefined),3
Cc1nc(-c2ccccc2)sc1C1(C)CC(c2ccc(C#N)cc2)=NO1 (centres undefined),-3

(next part)
Short keys: A = IMP-1 inhibitor; B = pCIP destab; C = IDE inh; D = IDE act; E = GPR7 antag; F = PfM18AAP inh; G = VIM-2 inhibitor; H = NALP1 inh; I = PHOSPHO1 block
canonical_smiles: CC(=O)N1c2ccc(S(=O)(=O)N(C)CC(=O)N3CCCC3)cc2CC1C (centres undefined)
  A: -4.8	B: -2	C: 2	D: -1	E: 4	F: 5	G: -2.3	H: -7	I: 53
canonical_smiles: O=C(CNc1cccc2ccccc12)N/N=C/c1ccc[nH]1
  A: -4.0	B: -8	C: 9	D: 7	E: -6	F: 3	G: -2.3	H: 6	I: 11
canonical_smiles: Cc1ccc(NC(=O)NCc2cccn2C)cc1C
  A: -3.6	B: -5	C: 3	D: 2	E: -17	F: 6	G: -3.0	H: 4	I: 24
canonical_smiles: Nc1nnn(CC(=O)N/N=C/c2ccc(O)cc2)n1
  A: -0.1	B: -12	C: -1	D: 3	E: 5	F: 7	G: 0.6	H: .	I: 32
canonical_smiles: CC(C)(C)Nc1nc(SCc2ccccc2)nc(N2CCOCC2)n1
  A: -1.2	B: -10	C: 9	D: 2	E: -16	F: -10	G: -0.5	H: 10	I: -11
canonical_smiles: C/C=C(/C)C(=O)Nc1cccc(C2=NOC3(C2)C[C@H](C(N)=O)N(C(=O)c2ccc(Cl)cc2)C3)c1 (some centres undefined)
  A: .	B: -4	C: 0	D: 1	E: .	F: .	G: .	H: .	I: 13
canonical_smiles: CC(C)(O)C#Cc1ccc(C(=O)N2CCCC(CCC(=O)NCc3ccccc3F)C2)cc1 (centres undefined)
  A: -3.3	B: -22	C: -2	D: 4	E: 5	F: -1	G: 0.9	H: 9	I: 53
canonical_smiles: COC(=O)c1[nH]c2ccc(C)cc2c1NC(=O)CN1CCN(c2ccc(F)cc2)CC1
  A: -3.1	B: 7	C: 8	D: 0	E: -2	F: 1	G: -1.6	H: 3	I: 32
canonical_smiles: CCCC(=O)Nc1ccc(C(=O)NN2C(=O)c3ccccc3C2=O)cc1
  A: -1.1	B: -10	C: 2	D: -5	E: -3	F: 1	G: -4.7	H: 19	I: 11
canonical_smiles: CCCOC(=O)c1ccc(OC(=O)c2ccco2)cc1
  A: -0.7	B: -8	C: -1	D: 6	E: 5	F: 4	G: 0.3	H: -6	I: -3
canonical_smiles: COc1cccc(NC(=O)c2nn(C)cc2Br)c1
  A: -4.4	B: .	C: 5	D: 0	E: -10	F: -1	G: -3.7	H: .	I: .
canonical_smiles: COc1ccc(S(=O)(=O)N2CCN(c3ccccc3OC)CC2)cc1OC
  A: -5.3	B: -4	C: 8	D: -4	E: -8	F: -2	G: 2.3	H: .	I: -16
canonical_smiles: Cc1ccc(CS(=O)(=O)CCC(=O)N2CCOCC2)cc1
  A: -2.7	B: -6	C: 5	D: 2	E: -5	F: 2	G: -0.8	H: 5	I: 4
canonical_smiles: COc1ccccc1/C=C/C=N/N1CCN(Cc2cccc3ccccc23)CC1
  A: -2.0	B: -4	C: 1	D: 2	E: -6	F: 3	G: -2.8	H: 11	I: 26
canonical_smiles: COc1ccc(OC)c(C2C(C(C)=O)=C(O)C(=O)N2Cc2cccnc2)c1 (centres undefined)
  A: -1.5	B: 2	C: -2	D: -4	E: -11	F: 10	G: -0.4	H: 10	I: 1
canonical_smiles: C=CCc1c(C)nc2cc(-c3ccccc3)[nH]n2c1=O
  A: -3.4	B: -10	C: .	D: 1	E: 3	F: 0	G: -2.4	H: 4	I: 20
canonical_smiles: CCC(=O)OC1c2ccccc2C(=O)N1Cc1ccccc1 (centres undefined)
  A: -3.0	B: -28	C: 8	D: -2	E: -9	F: -5	G: -1.5	H: -5	I: 2
